Assay outcomes deposited in PubChem BioAssay by several laboratories.
GC-A act – GC-A (human) enzyme activation; P16066; AID 1671463; HEK293 GC-A cells, cGMP TR-FRET, EC30 ANP; 0% at EC30 ANP, 100% saturating ANP; 370,000 compounds, 0.14% hits; activation, % at 10 µM; in the data active means activation above about 40%
HTRA1 inhibitor – inhibitors of human serine peptidase HTRA1 | Q92743 | recombinant HTRA1, FP-rhodamine activity-based probe, fluorescence polarization | inhibition, % at 5.96 µM | 340,000 compounds, 0.5% hits; in the data active means inhibition above about 36%;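 further: 0% = enzyme with DMSO and 100% = wells lacking enzyme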
PG9 binder – PG9 antibody binding by small molecule. TR-FRET gp120-PG9 antibody binding. inhibition, % at 6.7 µM. 360,000 compounds, 0.43% hits; in the data active means inhibition above about 8.5%
NR1D1 modulator – Rev-erb alpha (human) modulation; Rev-erbα–FITC-DNA binding, fluorescence polarization, 90 min; 370,000 compounds, 0.79% hits; P20393; AID 1259318; activity, % at 10 µM;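 active means activity above about 14%, limit read from the data; passing the limit was not always enough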;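 further: 0% = DMSO wells with 35 nM protein and 100% = DMSO wells with 750 nM protein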
ARFGAP1 inhibitor – inhibitors of rat ARFGAP1; Q62848; Arfgap1-stimulated ARF1 GTP hydrolysis, GDP FP detection; inhibition, % at 16.5 µM; 360,000 compounds, 0.26% hits;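 active means inhibition above a per-plate limit, mean inhibition of low control wells plus 3 SD, cut at about 25% in these data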;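 further: 0% = DMSO wells with enzyme and 100% = wells lacking Arfgap1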
Target sequence (Q62848 1-136 limits assumed): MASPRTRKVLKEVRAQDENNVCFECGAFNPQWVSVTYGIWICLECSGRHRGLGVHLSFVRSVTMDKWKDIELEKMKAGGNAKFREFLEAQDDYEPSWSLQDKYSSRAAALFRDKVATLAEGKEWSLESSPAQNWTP
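Assay system: Rat Arfgap1 GAP domain (His6, aa 1-136), purified enzyme | Buffer or medium: HEPES 25 mM pH 7.5, NaCl 150 mM, MgCl2, DTT | Schedule: GTP hydrolysis reaction 2 h at 25 °C | Signal: FP of antibody-bound GDP Alexa 633 tracer, ex 620/em 688 nm | Measure: Percent inhibition of Arfgap1-stimulated GTP hydrolysis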
ASAP1 inh – blocks human ASAP1-stimulated Arf1 GTP hydrolysis; GDP FP detection; inhibition, % at 16.5 µM; 360,000 compounds, 0.19% hits; in the data active means inhibition above about 25%;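 further: 0% = vehicle with enzyme and substrate and 100% = no enzyme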
Target sequence (Q9ULH1 325-724 limits assumed): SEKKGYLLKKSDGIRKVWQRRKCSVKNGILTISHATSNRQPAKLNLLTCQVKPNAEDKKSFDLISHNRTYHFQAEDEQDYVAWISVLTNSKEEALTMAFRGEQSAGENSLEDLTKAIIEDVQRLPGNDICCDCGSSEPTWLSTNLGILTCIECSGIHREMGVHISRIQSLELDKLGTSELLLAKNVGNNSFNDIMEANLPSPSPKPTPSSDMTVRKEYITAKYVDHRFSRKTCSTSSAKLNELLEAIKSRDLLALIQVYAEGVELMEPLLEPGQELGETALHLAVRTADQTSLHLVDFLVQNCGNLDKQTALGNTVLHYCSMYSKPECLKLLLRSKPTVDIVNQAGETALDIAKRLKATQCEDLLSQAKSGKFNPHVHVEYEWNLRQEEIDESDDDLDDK
rCAG binder – binds r(CAG) RNA repeats. r(CAG) RNA repeat, TO-PRO-1 dye displacement fluorescence. inhibition, % at 3 µM. AID 651821. 370,000 compounds, 1.3% hits;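 active means inhibition above the plate cutoff, the mean of all test compounds on that plate plus 3 SD, cut at about 35% in these data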;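 further: 0% = DMSO alone and 100% = 100 µM mitoxantrone as full dye displacement; higher means more dye released from RNA so lower well fluorescence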
mABHD4 FP – inhibitors of mouse ABHD4. 370,000 compounds, 0.54% hits. purified mABHD4, FP-Rh probe fluorescence polarization. inhibition, % at 8.92 µM. Q8VD66;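 active means inhibition exceeding the mean over every tested compound plus 3 SD, cut at about 30% in these data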;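 further: 0% = plate median of compound wells and 100% = S159A mutant with DMSO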
Target sequence (Q8VD66 whole entry, looked up): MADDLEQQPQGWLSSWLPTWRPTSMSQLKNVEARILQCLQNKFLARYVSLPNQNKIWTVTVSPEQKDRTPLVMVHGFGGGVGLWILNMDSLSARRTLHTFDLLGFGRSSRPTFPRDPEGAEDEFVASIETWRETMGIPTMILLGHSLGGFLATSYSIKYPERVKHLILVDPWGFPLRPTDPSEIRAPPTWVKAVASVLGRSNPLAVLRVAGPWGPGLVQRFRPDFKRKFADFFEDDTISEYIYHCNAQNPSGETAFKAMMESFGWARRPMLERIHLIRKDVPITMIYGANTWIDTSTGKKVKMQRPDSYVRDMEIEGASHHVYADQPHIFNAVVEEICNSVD
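Material: mouse ABHD4 enzyme, wild type; Benchmarks: S159A mutant high control, sample median low control; Buffer or medium: HEPES pH 7.0, NaCl, Pluronic buffer; Signal: fluorescence polarization; Read-out: percent inhibition of probe binding, normalized to plate controls; Timing: pre-incubation 45 min, probe exposure 60 min, at 25 °C; Dosing: 8.92 µM, single dose.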
SMARCA2 act – increases SMARCA2 function in MMTV reporter cells; MG213 cells, MMTV-luciferase reporter, dexamethasone, overnight; 370,000 compounds, 1% hits; activation, % at 9.1 µM; AID 652017; in the data active means activation above about 7.8%;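 further: 0% = vehicle wells and 100% = reference activator wells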
GC-B act – GC-B (human) receptor activation; P20594; HEK293-GC-B cells, CNP EC30, cGMP TR-FRET; 0% at EC30 CNP, 100% saturating CNP; activation, % at 10 µM; 370,000 compounds, 0.11% hits;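 active means activation at 10 µM reaching about 35% in either raw or pattern-adjusted values, limit read from the data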
Starred values were filed as active, the others as inactive; nt = no result given.

SMILES	GC-A act	HTRA1 inhibitor	PG9 binder	NR1D1 modulator	ARFGAP1 inhibitor	ASAP1 inh	rCAG binder	mABHD4 FP	SMARCA2 act	GC-B act
CCC(CC)c1nn2c(N)c(/C=C3\C(C)=Nc4ccccc43)c(=O)nc2s1	-2	nt	-1.5	-5	3	16	25	-12	-2	0
O=C(COC(=O)c1cc(S(=O)(=O)N2CCCCC2)ccc1Cl)NCc1ccco1	1	1	2.1	0	17	2	1	-1	-1	5
CCn1ncc(NC(=O)Nc2cccc(C(F)(F)F)c2)c1C(N)=O	0	-4	-1.9	0	13	4	1	3	-2	-4
O=C(COC(=O)Cc1c[nH]c2ccccc12)NC1CCS(=O)(=O)C1 (configuration not stated)	1	0	1.6	0	0	4	1	3	0	6
CC(=O)c1ccc(OCC(=O)Nc2ccccc2C(=O)NC2CC2)cc1	0	3	0.9	-2	-9	-4	-6	8	0	-12
Cc1ccc2occ(/C=C/C(=O)c3ccccc3O)c(=O)c2c1	0	-2	-0.8	-8	-2	-9	1	3	1	-7
Cc1ccc(CNC(=O)CS(=O)Cc2nc(-c3ccccc3C)oc2C)cc1 (configuration not stated)	2	-8	-0.6	-4	-5	1	2	0	0	111*
O=C(Nc1nnc(Cc2ccc(Cl)cc2)s1)c1cccs1	2	5	2.1	6	-5	-8	0	1	0	0
CN(C)[C@@H]1CCN(c2cccc3c2S(=O)(=O)N2CC[C@@H](C2)O3)C1	1	nt	nt	-2	nt	nt	3	7	-1	2
COC(=O)/C(C#N)=C/c1c(N2CCN(C)CC2)nc2ccccn2c1=O	6	7	3.0	7	5	8	-6	4	0	5
COCC(=O)Nc1ccccc1C(=O)Nc1ccc(OC)cc1	-1	-2	-1.8	-1	13	6	-1	-3	3	2
Cc1ccnc(N2C(=O)OC(C)(C)C2(C)O)c1 (configuration not stated)	-5	3	0.1	-7	0	-2	0	-17	2	6
CCn1nc(C(=O)NNC(=O)c2ccccc2)c2ccccc2c1=O	1	-2	-1.8	-2	-22	-14	0	-17	-1	-1
Cc1ccc(-n2nnnc2SCC(=O)NCCC2=CCCCC2)c(C)c1	0	-14	-1.2	-4	-3	4	-4	-5	-4	-6
CCCCc1ncc(CN2CCC(n3nccc3NC(=O)c3ccccc3OC)CC2)[nH]1	2	-2	0.0	3	-4	6	-6	0	3	1
O=S(=O)(c1ccc(Br)cc1)c1nc(-c2ccccc2)oc1NCCN1CCOCC1	-1	-3	-3.0	1	13	-15	-4	0	-3	-13
Cc1nn(C)cc1[C@@H]1C[C@H]2CN(Cc3cccc(Cl)c3)C(=O)[C@]23CCCN13	6	-1	-0.3	3	14	0	-5	5	-3	-4
CCOc1ccc(Br)cc1S(=O)(=O)Nc1cccc(S(=O)(=O)N(C)C)c1	0	-6	-0.3	1	4	15	13	13	-2	3
CSCCC(NC(=O)c1ccccc1)C(=O)OCC(=O)N(C)CCC#N (configuration not stated)	2	0	1.2	-5	12	-5	-3	-1	2	5
Cc1nn(C)c(Oc2ccccc2)c1CCNC(=O)C(C)(C)C	3	2	-2.6	-4	0	0	-5	-10	-3	5
COc1ccccc1C#CC1=CC(=O)C[C@H](c2ccc(F)cc2)C1	-2	-42	1.4	2	0	3	8	-1	-1	6
COC(=O)C[C@@H]1C=C[C@@H](NC(C)=O)[C@@H](CO)O1	2	nt	-1.9	1	-5	10	4	9	-1	5
CN1C(=O)CC(n2c(CO)nc3ccccc32)C1=O (configuration not stated)	4	5	-0.1	0	3	-8	-2	1	-1	8
Cc1ccc(C)c(NS(=O)(=O)c2cc(C(=O)NCc3ccncc3)ccc2C)c1	-1	-1	-1.4	2	6	-5	1	-4	-2	5
COCCNC(=O)/C(C#N)=C1\N=C(N)c2ccccc21	18	2	-2.8	-4	-5	-3	0	1	3	4

(list continues)
SMILES	GC-A act	HTRA1 inhibitor	PG9 binder	NR1D1 modulator	ARFGAP1 inhibitor	ASAP1 inh	rCAG binder	mABHD4 FP	SMARCA2 act	GC-B act
O=C(CN1C(=O)CSC1=O)Nc1ccc(F)c(F)c1F	2	1	1.1	-7	-3	-17	2	-2	-3	7
COC(=O)CC#C[C@H](C)[C@@H](NS(C)(=O)=O)C(C)(C)COCc1ccccc1	0	nt	0.7	6	4	-15	1	4	-1	1
O=S(=O)(Nc1ccc(-c2cn3c(n2)SCC3)cc1)c1cccs1	-2	-5	-3.0	1	-3	3	20	8	0	1
CCN(CC)c1cnn(C/C(=N\OC)c2ccc(Cl)cc2)c(=O)c1Br	-7	-11	-0.4	-3	-9	10	-12	-1	-2	-4
Cc1ccc(Nc2nc(CSc3nnc(-c4cccs4)o3)cs2)cc1	2	-7	-1.6	4	3	2	7	-1	2	-5
CCc1ccc([C@@H]2C[C@H]3[C@@H](CN2S(=O)(=O)c2ccc(C)cc2)C(=O)C[C@@H](c2cccc(Cl)c2)N3S(=O)(=O)c2ccc(C)cc2)cc1	2	-17	-1.0	-6	4	9	11	-3	-1	6
O=C(c1csc2c1CCCC2)N1CCN(c2ccccc2)CC1	-1	-14	0.4	-3	7	3	-1	6	3	6
Cc1ccc(S(=O)(=O)N2CCC(=O)N([C@H](COCc3ccc(Cl)cc3)C(C)C)CC2)cc1	-2	nt	0.3	-3	-9	8	2	7	-3	-3
Cc1ccc(C(=O)N2CCSCC2)cc1	3	1	-0.1	1	5	5	4	-2	-2	-2
COc1ccc(C(=O)N2CCNC(=O)C2CC(=O)Nc2cc(Cl)ccc2OC)cc1 (configuration not stated)	-10	4	-0.7	-1	2	-1	-2	2	-2	-5
CCOC(=O)CC1CCCCN1Cc1cn(C)nc1-c1ccc2c(c1)OCCO2 (configuration not stated)	5	7	0.1	6	-3	-9	-6	-4	-3	4
O=C1C(Cl)=C(N2CCCCC2)C(=O)N1Cc1ccccc1	5	-10	-0.5	-3	4	-1	2	2	-2	11
O=C1c2cccc3cccc(c23)C(=O)N1Nc1ccccc1	2	-2	0.0	8	13	6	5	1	-4	7
CCN(CC)CCn1c2c(c(SCC(=O)Nc3cc(C)cc(C)c3)nc1=O)CCC2	-5	-4	0.4	2	4	-10	-5	-3	-1	-8
CCC(NC(=O)NC1=NCCS1)(C(F)(F)F)C(F)(F)F	7	6	-0.4	0	-3	3	-2	-2	-1	6
COc1ccccc1CC(=O)Nc1cccc(C)n1	-2	4	3.5	-3	-2	4	1	-2	0	2
Cc1cc(C)c2c(N)c(C(=O)Nc3ccccc3F)sc2n1	3	-3	-0.3	-2	0	4	3	-5	3	0
COc1ccccc1NC(=O)N1CCCC(c2nc3c(nnn3Cc3ccc(C)cc3)c(=O)[nH]2)C1 (configuration not stated)	22	-6	nt	5	nt	nt	nt	nt	nt	20
Cc1ccccc1NC(=O)Cc1nc(COC(=O)CNS(=O)(=O)c2cccc(Br)c2)cs1	-5	-7	-1.9	3	-2	12	2	11	1	2
COc1cc(COc2ccc(S(=O)(=O)N3CCOCC3)cc2[N+](=O)[O-])ccc1OC(F)F	2	-4	-0.6	7	-8	-9	6	-6	-3	5
Cc1ccc(-c2nc3cc(C)c(Br)c(C)n3c2CC2CCCCC2)cc1	0	nt	1.2	0	-4	10	2	6	0	-3
COC(=O)[C@@]1(C)CC[C@]2(C)CC[C@@]3(C)C(=CC(=O)C4[C@@]5(C)CC[C@H](O)C(C)(C)[C@@H]5CC[C@]43C)[C@H]2C1 (some centres not stated)	3	0	-2.0	-2	7	4	1	0	1	-3
CCN(CC)c1nc(C)c(C(=S)Nc2cc([N+](=O)[O-])ccc2Cl)s1	3	8	0.5	3	-7	8	2	0	-1	-1
Cc1cc(C(=O)NC2CCCC(C)C2C)c2ccccc2n1 (configuration not stated)	2	-5	1.0	-3	2	-6	-1	-12	-3	-3
CC(=O)CCc1oc2ccc(C)cc2c1Cc1ccccc1	0	-13	-0.9	3	-4	0	0	-5	1	-2

Later entries
SMILES	GC-A act	HTRA1 inhibitor	PG9 binder	NR1D1 modulator	ARFGAP1 inhibitor	ASAP1 inh	rCAG binder	mABHD4 FP	SMARCA2 act	GC-B act
O=C(NC1CCCCCC1)C(=O)NC1CCCC1	-3	9	1.1	-5	6	1	-2	3	3	2
Cc1ccc(-n2nnnc2SCC(=O)N2CCc3ccccc3C2)cc1	1	-13	-0.8	-2	-7	12	1	-2	-2	3
O=C(Nc1cccnc1)c1ccc([N+](=O)[O-])cc1Cl	-2	-3	0.0	3	1	-4	0	0	0	2
C=CCNc1ncnc2c1ncn2[C@H]1CN(Cc2ccco2)C[C@@H](CO)O1	-2	nt	0.2	-5	3	-4	-1	-2	-1	0
CCOc1ccc2nc(N3CCC(C(=O)N4CCN(C5CCCCC5)CC4)CC3)sc2c1	6	0	0.4	-5	17	20	2	-4	-2	1
Fc1ccccc1CSc1nnc(Cn2cnc3ccccc32)n1-c1ccccc1	-4	0	-0.2	-1	20	-4	-8	1	-2	-4
CCOC(=O)c1sc(NC(=O)c2ccc3nc[nH]c3c2)nc1C	-3	-9	-2.4	-6	-12	2	3	-6	2	-2
O=C(NC(=S)Nc1cccc2cnccc12)c1ccccc1	-2	-11	1.8	-3	3	3	-1	0	-1	-3
O=C1NC[C@H](Cc2ccccc2)N(CC2CCN(CCC3CCCC3)CC2)C1=O	1	4	0.8	3	-8	8	-1	8	-2	0
COc1ccc(CNC(=O)COC(=O)c2[nH]c(C)c(C(C)=O)c2C)cc1OC	-2	7	1.1	-4	-12	6	1	2	-1	-2
Cc1nn(-c2ccccc2)c2sc(C(=O)N3CCN(Cc4ccc(F)cc4)CC3)cc12	5	nt	nt	2	nt	nt	5	-15	-6	1
CN(C(=O)COC(=O)CNS(=O)(=O)/C=C/c1ccccc1)C1CCS(=O)(=O)C1 (configuration not stated)	3	1	0.8	5	-2	1	0	-3	-4	1
CCC1(C)Cc2c(sc3nc4n(c(=O)c23)CCS4)CO1 (configuration not stated)	0	-1	1.1	-5	-8	8	-5	-2	0	-3
CCn1ncc(C2=NOC(C(=O)NCc3ccccc3)C2)c1C (configuration not stated)	-2	4	-2.5	-6	7	5	3	3	-2	-10
COc1ccc(NC(=O)CSc2nc3ccccc3c(=O)n2C)cc1	-1	4	-0.9	-1	-6	-2	-1	-1	-2	3
Cc1cc(=O)[nH]c(N/N=C/c2cccc(Br)c2)n1	-4	6	-4.4	3	14	-8	3	-6	-3	-6
CCCCc1cc(=O)oc2cc(C)cc(O)c12	4	-32	3.4	-3	-11	3	3	-12	-4	1
CN(C)c1oc(-c2ccccc2[N+](=O)[O-])nc1C#N	-3	-2	0.3	-2	-3	-9	3	5	0	1

Sorted by SMILES length (falling): 5 of the compounds above
SMILES	GC-A act	HTRA1 inhibitor	PG9 binder	NR1D1 modulator	ARFGAP1 inhibitor	ASAP1 inh	rCAG binder	mABHD4 FP	SMARCA2 act	GC-B act
COc1ccccc1NC(=O)N1CCCC(c2nc3c(nnn3Cc3ccc(C)cc3)c(=O)[nH]2)C1 (configuration not stated)	22	-6	nt	5	nt	nt	nt	nt	nt	20
CN(C)[C@@H]1CCN(c2cccc3c2S(=O)(=O)N2CC[C@@H](C2)O3)C1	1	nt	nt	-2	nt	nt	3	7	-1	2
CCN(CC)CCn1c2c(c(SCC(=O)Nc3cc(C)cc(C)c3)nc1=O)CCC2	-5	-4	0.4	2	4	-10	-5	-3	-1	-8
CCN(CC)c1cnn(C/C(=N\OC)c2ccc(Cl)cc2)c(=O)c1Br	-7	-11	-0.4	-3	-9	10	-12	-1	-2	-4
CN(C)c1oc(-c2ccccc2[N+](=O)[O-])nc1C#N	-3	-2	0.3	-2	-3	-9	3	5	0	1
